High-throughput results (PubChem)
D3 antag: antagonists of human D3 dopamine receptor | D3R cells, DiscoveRx beta-arrestin luminescence, antagonist mode; active compounds read low | AID 652054 | 360,000 compounds, 2.5% hits | max response, negative = inhibition, %; in the data active = max response below about -50%; inconclusive = no clear call, values can overlap the other calls; also: % is scaled to controls: 0 for no effect and ±100 for the full control effect; mostly tested at two doses, the higher about 12 µM
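Cells expressing the human receptor were seeded at 1500 cells/well, incubated overnight at 37 degrees C in 5% CO2, then exposed to library compounds with dopamine controls for 90 minutes at 37 degrees C before luminescent detection.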
aSyn rescue: inhibitors of alpha-synuclein toxicity in yeast; Yeast expressing alpha-synuclein, growth rescue, BacTiter-Glo, 24 h; 370,000 compounds, 0.14% hits; Potency, µM (doses to about 46.1 µM), inactives show at the top dose growth rescue (activation), usual class: activators; AID 652106; also: potency is read from the fitted curve at half-maximal effect; % of control where 0% means no effect; nearly all actives have a fitted effect of over 65% in size
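Rescue of yeast growth: cells expressing toxic alpha-synuclein, induced in galactose at OD600 0.02, incubated with compound 24 h at 30 C. ATP luminescence quantified growth; inhibitors of toxicity appear as activators.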
Abeta yeast res: restores growth of yeast expressing A-beta42 peptide; yeast expressing A-beta42, growth rescue, OD600, 48 h; response scale: 0% DMSO, 100% iron-clioquinol control; Potency, µM (highest dose often 46.1 µM), inactives show at the highest dose growth rescue, actives largely listed as activators; 410,000 compounds, 0.063% hits; AID 1347071; also: potency is read from the fitted curve at half-maximal effect; nearly all actives have a fitted effect of over 55% in size
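Yeast growth medium received pinned compounds, then yeast cells expressing toxic A-beta were added; plates incubated at 30 C for 48 hr. Growth read as absorbance at 600 nm, normalized to DMSO and equimolar FeCl3 plus clioquinol controls.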
EPAC2 antagonist: blocks human EPAC2 exchange factor; Q8WZA2; EPAC2 GEF exchange of Rap1B-BODIPY-GDP, fluorescence; 360,000 compounds, 0.18% hits; Potency, µM (doses to about 114 µM), inactives show at the top dose activity, negative = inhibition, usual class: inhibitors; AID 720708; also: potency is read from the fitted curve at half-maximal effect; % is scaled to controls: 0 for no effect and ±100 for the full control effect; nearly all actives have a fitted effect of over 45% in size; many of its hits are not listed in these tables
Target sequence (Q8WZA2 whole entry, looked up): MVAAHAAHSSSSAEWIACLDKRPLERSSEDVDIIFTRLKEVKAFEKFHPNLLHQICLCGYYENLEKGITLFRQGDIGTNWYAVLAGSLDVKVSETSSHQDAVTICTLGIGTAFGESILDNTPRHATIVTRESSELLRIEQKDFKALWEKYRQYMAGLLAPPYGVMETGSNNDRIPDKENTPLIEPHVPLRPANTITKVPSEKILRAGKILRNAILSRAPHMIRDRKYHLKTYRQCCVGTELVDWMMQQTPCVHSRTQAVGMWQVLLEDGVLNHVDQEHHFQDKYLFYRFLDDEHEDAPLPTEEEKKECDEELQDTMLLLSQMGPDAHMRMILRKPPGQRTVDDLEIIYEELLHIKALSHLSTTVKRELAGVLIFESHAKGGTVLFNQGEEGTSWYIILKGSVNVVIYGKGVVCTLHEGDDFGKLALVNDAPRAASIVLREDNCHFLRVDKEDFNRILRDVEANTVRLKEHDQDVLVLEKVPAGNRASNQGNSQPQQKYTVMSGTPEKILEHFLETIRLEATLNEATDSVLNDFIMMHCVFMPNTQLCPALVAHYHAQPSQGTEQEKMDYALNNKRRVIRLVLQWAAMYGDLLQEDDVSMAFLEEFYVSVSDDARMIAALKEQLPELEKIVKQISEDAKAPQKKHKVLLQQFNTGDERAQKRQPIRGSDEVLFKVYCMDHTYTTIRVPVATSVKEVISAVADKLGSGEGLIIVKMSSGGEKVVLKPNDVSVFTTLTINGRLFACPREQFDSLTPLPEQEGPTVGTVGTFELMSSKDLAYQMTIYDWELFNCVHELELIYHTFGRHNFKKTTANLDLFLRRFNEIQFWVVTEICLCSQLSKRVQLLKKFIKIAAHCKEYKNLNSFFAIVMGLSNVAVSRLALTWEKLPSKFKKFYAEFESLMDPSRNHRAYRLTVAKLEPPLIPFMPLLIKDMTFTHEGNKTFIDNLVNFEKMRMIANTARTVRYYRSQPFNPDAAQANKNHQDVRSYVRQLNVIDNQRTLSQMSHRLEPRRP
D3 ag: activates the human D3 dopamine receptor. 410,000 compounds, 0.58% hits. D3R DiscoveRx beta-arrestin cells, luminescence, 90 min. max activation, %. P35462; in the data active = max activation above about 30%; also: 0% is about no effect; mostly tested at two doses, the higher about 12 µM
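Cells at 1500/well, incubated overnight, then treated with pinned compounds (dopamine as control) for 90 min at 37 degrees C. DiscoveRx reagent added for 30 - 60 minutes at room temperature; luminescence read.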
FUS yeast rescue: suppressors of FUS proteinopathy in yeast; S. cerevisiae FUS-expressing, growth rescue, OD600, 24 h; Potency, µM (top dose mostly 76.6 µM), for the others: at the highest dose growth rescue (activation), actives largely listed as activators; 390,000 compounds, 0.24% hits;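 also: potency is read from the fitted curve at half-maximal effect; plate controls were DMSO vehicle for no effect and reference control for full effect; nearly all actives have a fitted effect of over 55% in size; some results filed as inactive show a strong effect at the top dose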
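FUS-expressing yeast, raffinose-pregrown, induced in 2% galactose minimal medium at OD 0.005; compounds in a dilution series, 24hr at 30C. Growth restoration read as absorbance at 600 nm. CP55940 positive control, DMSO negative.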
TDP43 rescue: rescues yeast growth from TDP-43 toxicity; TDP-43 expressing yeast growth rescue, BacTiter-Glo, 24 h; Potency, µM (highest dose often 46.1 µM), inactives show top-dose growth rescue (activation), most hits filed as activators; 410,000 compounds, 1.8% hits; AID 652104; also: potency is read from the fitted curve at half-maximal effect; % of control where 0% means no effect; nearly all actives have a fitted effect of over 50% in size
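In this qHTS, compounds that restore growth of yeast expressing TDP-43 appear as activators. Cells (OD600=0.02, galactose medium, raffinose-pregrown) are incubated with compound 24 hr at 30 deg C and growth is quantified by BacTiter-Glo.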
EPAC2 ag: agonists of human EPAC2 (RAPGEF4); EPAC2 activation, biochemical qHTS; response scale: 100% = 6.5 mM cAMP response; Potency, µM (titrated, usually from 154 µM), for inactives: at the top dose activation, actives largely listed as activators; Q8WZA2; 360,000 compounds, 0.079% hits; AID 720711; also: potency is read from the fitted curve at half-maximal effect; nearly all actives have a fitted effect of over 50% in size
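EPAC2 (100 nM) mixed with Rap1B loaded with BODIPY-GDP (250 nM) plus 50 uM unlabeled GDP; compounds pinned in, 5 min RT, then read every 5 min for 30 min (ex 480, em 540 nm). Normalized to cAMP control.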
Active calls of the source: *; ? = inconclusive; . = not tested or not shown; [ ] = dose if it differs, or a comment. Unless noted, calls follow the shape of the dose curve; as a rule, active = well fitted curve in the direction sought with a large enough effect; inconclusive = small, poorly fitted or top-dose-only effect, or another doubt; inactive = no such curve, though single readings can be large; an effect the other way counts as inactive or inconclusive.

Molecule	D3 antag	aSyn rescue	Abeta yeast res	EPAC2 antagonist	D3 ag	FUS yeast rescue	TDP43 rescue	EPAC2 ag
Cc1[nH]n(-c2ccccc2)c(=O)c1/C=N/NC(=O)c1ccccc1F	3.5	8.5%	10µM*	-4.8%	-1.2	-1.7%	?	10.9%
Cc1ccc2nc(-c3ccc(F)cc3)c(Cc3ccccc3C(F)(F)F)n2c1	12.0	3.5%	13.8%	0.6%	7.8	31.0%	21.0%	-12.5%
CCOc1ccc(S(=O)(=O)N(CC(=O)NCCSCc2ccccc2)c2ccccc2)cc1	.	.	-9.6%	.	-11.7	-16.0%	3.0%	.
CCOc1ccc(NC(=O)CC2C(=O)N(c3ccc(C)cc3)C(=O)N2CCC2=CCCCC2)cc1 (stereo not given)	.	.	-11.8%	.	-4.9	18.1%	-0.3%	.
COc1ccc(-c2cnc3c(NC(C)=O)cc(-c4cccc(NS(C)(=O)=O)c4)cn23)cc1OC	37.1	0.5%	-11.3%	14.9%	1.4	-0.8%	9.5%	2.2%
CC1=CC(C)(C)N(C(=O)CN2C(=O)c3ccccc3C2=O)c2ccc(C)cc21	5.5	?	-15.7%	-1.1%	7.0	18.0%	-13.0%	14.9%
CN(C)S(=O)(=O)c1cccc(C(=O)NCC2CCCO2)c1 (stereo not given)	0.0	1.5%	13.4%	-1.2%	3.5	-25.7%	17.1%	-1.9%
O=C(c1noc2c1CCCC2)N1CCc2ccccc2C1	-11.8	1.5%	2.8%	-1.2%	-4.4	-1.5%	?	-5.8%
CSc1nsc2nc(=O)c(/C=C3\C=Nc4ccccc43)c(N)n12	-16.4	1.8%	0.6%	15.9%	0.6	3.6%	-41.0%[inhibitor]	-35.6%[inhibitor]
COc1cccc(/C=N/Nc2ccnc(=O)[nH]2)c1O	-4.6	-2.9%	13.9%	-1.8%	13.9	20.3%	-8.1%	3.0%
CC(C)C(=O)Nc1cccc(-c2nc3ccccc3c(=O)o2)c1	0.0	-3.2%	4.4%	-1.3%	-0.7	9.6%	-12.5%	0.6%
CCOC(=O)CC1C(=O)NCCN1Cc1ccc(OC)c(OC)c1 (stereo not given)	3.0	-3.6%	-15.7%	7.5%	-1.2	16.1%	3.9%	-2.0%
COc1cccc(CN(C)C(=O)Cc2ccc(OC)c(S(=O)(=O)N3CCOCC3)c2)c1	0.9	-1.8%	-3.1%	3.0%	1.8	8.6%	-5.9%	4.2%
CCC1(c2ccccc2)NC(=S)N(c2ccc(C)cc2)N1 (stereo not given)	-4.5	-2.8%	?	-5.6%	5.7	2.7%	-17.6%[0.397 µM]	1.3%
S=c1nccc(-c2cccs2)[nH]1	-14.0	-1.6%	7.7%	4.9%	-8.4	-13.2%	15.3%	4.8%
CC(C)[C@H](NC(=O)N1CCn2c1nc1ccccc12)C(=O)NCC1CCCO1 (stereo not given in full)	2.4	-2.5%	0.3%	4.2%	3.9	2.2%	11.2%	11.4%
CCOCCCN1C(=O)CN(C2CCCCC2)C(=O)C1c1ccc(OC)c(OC)c1 (stereo not given)	22.3	5.3%	6.6%	3.4%	1.3	-16.0%	-16.3%	4.2%
Cc1ccc(C(C(=O)Nc2ccc3c(c2)OCO3)N(C)C(=O)/C=C\c2ccc3c(c2)OCO3)cc1 (stereo not given)	4.0	17.2%	-14.1%	-7.1%	3.2	39.1%	3.4%	9.7%
CN1CCC(OC(c2ccccc2)c2ccc(Cl)cc2)C1 (stereo not given)	-73.7*	0.0%	2.0%	2.6%	-17.2	6.1%	-14.7%	9.7%
Cc1ccc(C(=O)NCc2ccncc2)cc1S(=O)(=O)N1CCOCC1	16.2	0.9%	8.6%	1.2%	-1.0	5.1%	2.1%	4.0%
O=C(C[n+]1ccccc1)Nc1nc2ccccc2s1	2.3	0.7%	-7.8%	12.0%	-1.4	.	19.4%	-5.0%
CC(=O)Nc1ccc(S(=O)(=O)Nc2ccc(N3CCOCC3)cc2)cc1	21.6	2.1%	-18.9%	-5.1%	-1.0	16.3%	12.1%	1.4%
O=C(CSc1ncc2c(n1)-c1ccc(Cl)cc1N(Cc1ccccc1)S2(=O)=O)Nc1ccccc1C(F)(F)F	.	.	-9.8%	.	-9.3	0.2%	-4.8%	.
COc1ccc(C(=O)COC(=O)c2cc3ccccc3oc2=O)c(OC)c1	-14.1	-1.7%	-1.3%	-5.3%	-8.2	19.7%	-13.4%	-0.1%
COC(=O)c1cnc(Nc2cc(C)ccc2OC)c2ccccc12	19.1	1.0%	-20.9%	-6.2%	8.8	-9.1%	13.8%	12.7%

Filtered by structure, the entries above containing an aryl thioether with sulfur outside any ring
Molecule	D3 antag	aSyn rescue	Abeta yeast res	EPAC2 antagonist	D3 ag	FUS yeast rescue	TDP43 rescue	EPAC2 ag
CSc1nsc2nc(=O)c(/C=C3\C=Nc4ccccc43)c(N)n12	-16.4	1.8%	0.6%	15.9%	0.6	3.6%	-41.0%[inhibitor]	-35.6%[inhibitor]
O=C(CSc1ncc2c(n1)-c1ccc(Cl)cc1N(Cc1ccccc1)S2(=O)=O)Nc1ccccc1C(F)(F)F	.	.	-9.8%	.	-9.3	0.2%	-4.8%	.

More records follow.
Molecule	D3 antag	aSyn rescue	Abeta yeast res	EPAC2 antagonist	D3 ag	FUS yeast rescue	TDP43 rescue	EPAC2 ag
CCCCN(C)CCNC(=S)Nc1ccc2nc(N3CCN(CC)CC3)cc(C)c2c1	?	-6.5%	-9.6%	1.8%	-39.1	25.6%	-17.4%	19.2%
CCOCCCNC(=O)Cc1c(C(=O)O)[nH]c2ccc(Cl)cc12	9.2	1.3%	2.9%	0.8%	-2.7	-27.9%	9.9%	17.9%
COc1ccc2cc(C(N)=O)/c(=N\NC(=O)c3ccccc3)oc2c1	0.8	1.2%	4.2%	6.3%	-0.1	-13.3%	1.3%	-2.8%
NC(=O)c1ccccc1NC(=O)C(c1ccccc1)c1ccccc1	7.3	0.3%	1.2%	4.0%	-3.4	6.1%	-12.5%	2.5%
CSc1ccccc1NC(=O)COC(=O)c1ccccc1Cc1ccccc1	6.8	2.5%	18.6%	-7.1%	12.4	.	4.0%	10.9%
C=CCOc1cccc(/C=N/NC(=O)C(OC)c2ccccc2)c1 (stereo not given)	-0.9	4.2%	1.6%	?	-2.4	5.5%	.	2.3%
COC(=O)c1ccc(Oc2nc(N3CCCCC3)nc(N3CCOCC3)n2)cc1	15.6	-0.7%	1.1%	-2.8%	3.5	32.3%	-5.1%	14.9%
O=C(Nc1cccc(-c2csc(Nc3ccc(Cl)cc3)n2)c1)c1cc([N+](=O)[O-])cc(C(F)(F)F)c1	-23.5	-4.6%	7.1%	-19.9%	18.2	-2.9%	16.3%	7.5%
Cc1cc(NC(=O)COC(=O)CCNS(=O)(=O)c2ccccc2)n(-c2ccccc2)n1	25.8	12.2%	8.0%	20.2%	2.8	-12.3%	5.9%	2.3%
CC(C)(C)c1ccc(C(=O)Nc2cccc3c(=O)[nH][nH]c(=O)c23)cc1	-0.5	-0.5%	-10.3%	-17.3%	7.4	-8.2%	28.3%	5.4%
COc1ccc(NC(=O)N(O)C2(C#N)CCCCC2)cc1	-22.7	-9.3%	0.1%	-1.3%	6.9	.	3.0%	-1.8%
Cn1cnnc1SCC(=O)Nc1ccc(F)cc1F	-15.8	0.0%	1.3%	4.3%	5.3	-1.2%	-6.4%	7.2%
Cc1cccc(Cn2c(N(C)Cc3ccccc3)nc3c2c(=O)[nH]c(=O)n3C)c1	28.9	-17.9%	5.3%	2.4%	16.0	18.2%	12.5%	-2.0%
COC(=O)c1cccc(NC(=O)/C=C/c2ccc3c(c2)OCO3)c1	19.0	-7.8%	-16.9%	-2.7%	2.0	15.2%	-2.0%	3.6%
Cc1ccc(NC(=O)NCC2CCN(Cc3cccc(Cl)c3)CC2)c(Cl)c1	-26.9	8.5%	15.5%	-5.6%	-14.9	29.5%	2.0%	11.7%
Cc1ccc(NS(=O)(=O)c2ccc(C(=O)N3CCN(c4ncccn4)CC3)cc2)cc1	-8.1	4.7%	-13.1%	6.4%	-20.4	25.5%	-34.6%[inhibitor]	3.4%
COc1cccc(-c2nnn(CC(=O)N(C3CCCCC3)C3CCS(=O)(=O)C3)n2)c1 (stereo not given)	0.8	-0.6%	7.0%	0.6%	-1.5	-8.1%	3.6%	10.0%
O=C(CC1C(=O)Nc2ccccc2N1CC(=O)N1CCCC1)Nc1ccc(Br)cc1 (stereo not given)	1.3	-12.3%	-11.6%	-6.2%	4.8	28.1%	4.3%	3.4%
Cc1nn(-c2nc3ccccc3s2)c(C)c1Oc1ccccc1O	-28.4	-3.1%	-25.4%	-20.1%	-16.5	?	-33.4%[inhibitor]	24.1%
Cc1cc(C)cc(N2C(=O)C3CCCN3C2=S)c1 (stereo not given)	-24.2	-8.4%	-3.8%	2.4%	-7.4	34.9%	-0.9%	18.3%
CCCCC(=O)Nc1nnc(C2=COCCO2)o1	9.8	4.6%	-4.2%	-1.2%	3.4	-15.3%	0.0%	10.1%
COC(=O)CN1C(=S)N(c2ccc(F)cc2)C(=O)C1CC(=O)Nc1ccc(F)cc1 (stereo not given)	?	-0.1%	13.6%	-2.9%	-7.4	3.5%	-9.9%	6.1%
CS(=O)(=O)c1ccc(-c2nnc(NC(=O)C3=COCCO3)o2)cc1	-0.5	-4.4%	4.0%	9.8%	8.2	-1.8%	-7.6%	11.2%
Cc1ccc(C(=O)Nc2ccc(NC(=O)c3cccs3)cc2)c(C)c1	-2.8	3.8%	-12.5%	3.1%	1.5	4.4%	-7.9%	-2.4%
O=C(Nc1ccccc1N1CCCC1)c1cccnc1Cl	-14.8	-3.5%	1.8%	-6.4%	-8.7	-5.0%	7.1%	-0.9%
CC1CN(S(=O)(=O)c2cccc(C(=O)NCCc3ccc(S(N)(=O)=O)cc3)c2)CC(C)O1 (stereo not given)	-7.2	-3.2%	-17.2%	13.2%	-13.5	27.1%	-25.6%	5.5%
CCOC(=O)C1CCCN(C(=O)c2ccc(C(F)(F)F)nc2C)CC1 (stereo not given)	0.2	-1.1%	14.1%	7.5%	7.5	-8.3%	23.9%	5.0%

These rows are one share of the data, so the mix of outcomes need not match the whole.
